GLP1R cytotox – cytotoxic in the GLP-1 receptor inverse agonist counter-screen | HEK293 cAMP-luciferase reporter cells, luminescence, 24 h | Potency, µM (titrated, usually from 38.3 µM), for inactives: at the highest dose activity change, negative = inhibition, most hits filed as inhibitors | 410,000 tested, 0.13% active | AID 624418;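 note: loss of luciferase light is scored as toxicity; potency is the fitted concentration of half-maximal effect; % is set by controls: 0 for no effect and ±100 for the full control effect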
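Here, cytotoxicity is scored as loss of luminescence. The MLSMR collection was tested on cells seeded in medium containing 10% Nu serum, with a 24 hr compound exposure preceded by 12 hours of culture.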
DRD3 antagonist – antagonists of human D3 dopamine receptor; D3R cells, DiscoveRx beta-arrestin luminescence, antagonist mode; stronger effect = lower value; max response, negative = inhibition, %; P35462; 360,000 tested, 2.5% active; AID 652054; in the data active = max response below about -50%; inconclusive = no clear call, values can overlap the other calls; note: % is set by controls: 0 for no effect and ±100 for the full control effect; mostly tested at two doses, the higher about 12 µM
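Cells plated overnight at 1500 cells/well, then exposed to library compounds with dopamine controls for 90 minutes at 37 degrees C. DiscoveRx reagent added for 30–60 minutes at room temperature; luminescence read, quantitative HTS format.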
WRN helicase inh – blocks human WRN helicase. 360,000 tested, 0.46% active. AID 651768. Potency, µM (titrated, usually from 114 µM), without a hit: at the top dose activity change, negative = inhibition, hits mostly inhibitors. Q14191. WRN helicase unwinding, fluorescent forked duplex, kinetic; note: potency is the fitted concentration of half-maximal effect; % is set by controls: 0 for no effect and ±100 for the full control effect; nearly all actives have a fitted effect of over 55% in size
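WRN at 20 nM final was preincubated with compound for 15 min at room temperature; reaction started with 100 nM forked duplex oligonucleotide carrying fluorophore and quencher plus 2 mM ATP (final). Unwinding followed kinetically by red fluorescence (ex 525/em 598 nm).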
GLP1R ag – GLP-1 receptor (human) agonism. 380,000 tested, 0.007% active. HEK293 GLP-1R CRE-luciferase, luminescence, 4-6 h; cells express a hypersensitive GLP-1R form. Potency, µM (top dose mostly 45.6 µM), for the others: at the highest dose activation, hits mostly activators. AID 624172; note: potency is the fitted concentration of half-maximal effect; % of control where 0% means no effect
D3 ag – agonists of human D3 dopamine receptor; 410,000 tested, 0.58% active; D3R DiscoveRx beta-arrestin cells, luminescence, 90 min; P35462; max activation, %; in the data active = max activation above about 30%; note: 0% is about no effect; mostly tested at two doses, the higher about 12 µM
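Agonist-mode cell screen: cells plated at 1500/well and incubated overnight at 37 °C, then exposed to library compounds for 90 min at 37 °C. Detection reagent was added for 30–60 min at room temperature, and luminescence was read.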
PI5P4K alpha inh – PI5P4K alpha (human) kinase inhibition; P48426; PI5P4Kalpha enzyme, ADP-Glo luminescence, 60 min; stronger effect = lower value; max response, %; 330,000 tested, 1.2% active; active = max response of -50% or lower; inconclusive = between -30% and -50%; inactive = -30% or higher; note: value at the top dose of about 77 µM; % is set by controls: 0 for no effect and ±100 for the full control effect
Target sequence (P48426 whole entry, looked up): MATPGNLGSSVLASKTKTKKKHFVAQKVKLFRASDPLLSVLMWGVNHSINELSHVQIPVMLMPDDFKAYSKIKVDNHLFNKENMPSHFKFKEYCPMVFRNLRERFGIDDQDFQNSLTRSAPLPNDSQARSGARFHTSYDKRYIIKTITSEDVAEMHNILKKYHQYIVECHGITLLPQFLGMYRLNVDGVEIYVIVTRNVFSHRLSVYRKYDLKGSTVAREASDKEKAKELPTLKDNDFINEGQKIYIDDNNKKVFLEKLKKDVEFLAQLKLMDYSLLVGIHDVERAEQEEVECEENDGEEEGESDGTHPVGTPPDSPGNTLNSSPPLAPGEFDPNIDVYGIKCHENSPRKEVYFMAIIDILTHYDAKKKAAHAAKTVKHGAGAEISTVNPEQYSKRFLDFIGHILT
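qHTS, 1536-well: enzyme/substrate mix, compound by pin tool, 5 microM ATP final; RT 60 min; ADP-Glo reagents 1 (45 min) then 2 (30 min); luminescence.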
IL-2 act – IL-2 activation. IL-2 activation reporter assay, cell-based qHTS; stimulated with anti-CD3/CD4/CD28 beads; in transgenic mouse T cells. activation, % (series mostly up to about 46 µM). 360,000 tested, 0.065% active; in the data active = activation above about 50%; inconclusive = mostly about 30% to 49%; note: 0% is about no effect
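Readout: EGFP and DsRed signals by fluorescent plate cytometry. Unstimulated transgenic mouse T cells received compound 60 min before antibody-bead stimulation, then incubated 18 h at 37 degrees C.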
GLP1R inv ag – inverse agonists of human GLP-1 receptor; P43220; HEK293 GLP-1R CRE-luciferase, luminescence, 24 h; GLP-1R form is constitutively active; Potency, µM (top dose mostly 38.3 µM), for inactives: top-dose activity change, negative = inhibition, hits mostly inhibitors; 410,000 tested, 1.6% active; AID 624417; note: potency is the fitted concentration of half-maximal effect; % is set by controls: 0 for no effect and ±100 for the full control effect; nearly all actives have a fitted effect of over 55% in size
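Inverse agonists were sought by their lowering of basal cAMP reporter luciferase output in HEK293 cells stably carrying constitutively active human GLP-1R, after 24 h compound treatment.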
PLK1 PBD inh – PLK1 (human) polo-box domain binding inhibition | Plk1 PBD binding of FITC phosphopeptide, fluorescence polarization | Potency, µM, inactives show max response, negative = inhibition, most hits filed as inhibitors | 360,000 tested, 2.8% active | AID 720504; note: potency is the fitted concentration of half-maximal effect; series mostly up to about 57 µM; % is set by controls: 0 for no effect and ±100 for the full control effect; nearly all actives have a fitted effect of over 65% in size
Target sequence (P53350 whole entry, looked up, the tested form may be a part): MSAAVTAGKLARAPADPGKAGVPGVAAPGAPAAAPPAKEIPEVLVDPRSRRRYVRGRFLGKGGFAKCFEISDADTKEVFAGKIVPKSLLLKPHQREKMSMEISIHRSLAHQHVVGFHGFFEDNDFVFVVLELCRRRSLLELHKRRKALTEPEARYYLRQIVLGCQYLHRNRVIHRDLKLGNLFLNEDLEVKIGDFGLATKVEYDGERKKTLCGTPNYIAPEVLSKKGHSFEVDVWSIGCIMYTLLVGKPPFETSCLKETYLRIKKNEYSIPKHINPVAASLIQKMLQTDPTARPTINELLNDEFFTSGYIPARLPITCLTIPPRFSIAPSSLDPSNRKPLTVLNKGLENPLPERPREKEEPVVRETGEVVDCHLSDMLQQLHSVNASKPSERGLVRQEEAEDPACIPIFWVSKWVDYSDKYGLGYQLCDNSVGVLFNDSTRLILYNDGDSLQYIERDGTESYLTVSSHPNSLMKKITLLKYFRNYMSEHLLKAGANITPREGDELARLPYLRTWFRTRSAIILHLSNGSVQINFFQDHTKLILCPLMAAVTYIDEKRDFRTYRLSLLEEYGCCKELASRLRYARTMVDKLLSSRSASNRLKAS
* hit, by the source's call; ? = inconclusive; nt = not tested or not shown; [ ] = remark or other dose. Unless noted, calls come from the whole dose curve; as a rule, active = well fitted curve in the direction sought with a large enough effect; inconclusive = small, poorly fitted or top-dose-only effect, or another doubt; inactive = no such curve, though single readings can be large; an effect the other way counts as inactive or inconclusive.

Order of values: GLP1R cytotox, DRD3 antagonist, WRN helicase inh, GLP1R ag, D3 ag, PI5P4K alpha inh, IL-2 act, GLP1R inv ag, PLK1 PBD inh
> OC(C#CCN1CCCCCC1)(c1ccccc1)c1cccnc1 (stereo unspecified)
→ 2.2%, -64.0*, -15.3%, -2.5%, -29.5, -1.5, -0.4, -12.3%, -15.8%
> O=C1C2C3C=CC(C3)C2C(=O)N1CCCO (stereo unspecified)
→ -8.0%, 7.6, -0.3%, -12.8%, -5.6, 2.5, -3.0, 17.4%, 1.9%
> Cc1ccc(S(=O)(=O)N(C)C)cc1NC(=S)N1CCc2ccccc21
→ -22.1%, 14.1, -5.3%, -1.7%, -12.7, 5.4, -3.6, ?, -1.2%
> Cc1cnc(C(=O)OCC(=O)c2cc(C)n(C)c2C)cn1
→ 0.0%, -14.0, 6.5%, -3.3%, -12.0, -0.2, -0.5, -0.6%, -5.7%
> O=C(OCCOc1cccc(Cl)c1)c1cc(S(=O)(=O)N2CCCCC2)ccc1N1CCOCC1
→ -1.9%, -4.5, -6.7%, -1.4%, 5.7, -0.8, -3.9, 5.62µM*, 4.2%
> Cc1nnc(SCC(=O)n2c3c(c4ccccc42)CCCC3)s1
→ -2.0%, 9.9, 2.5%, -4.3%, -0.1, 9.4, -3.5, -0.4%, 3.4%
> COc1ccc(N(C)S(=O)(=O)c2c(C)[nH]c(=O)[nH]c2=O)cc1
→ 1.7%, 18.9, -15.1%, 8.5%, -0.4, 0.1, -2.5, -3.3%, 0.2%
> CNc1oc(-c2cccs2)nc1S(=O)(=O)c1ccccc1
→ -6.1%, -26.8, 1.8%, 10.1%, -12.7, 3.0, 0.5, -2.0%, -9.0%
> O=C(Nc1ccc(C(=O)O)cc1)/C(=C/c1ccc([N+](=O)[O-])cc1)NC(=O)c1ccccc1
→ 10.6%[7.66 µM], -12.4, -17.1%, 4.3%, 1.3, 8.5, 0.8, 37.9%[activator][7.66 µM], -10.1%
> CCC1(CC)C(=O)C2=C3C1[C@H](C(=O)OC)CC(C(=O)OC)C[C@H]3n1c(=O)n(-c3ccccc3)c(=O)n1[C@H]2C (stereo partly specified)
→ 3.3%, -10.6, 3.5%, -2.1%, -2.0, 0.4, 0.2, 11.7%, -25.9%
> N#CCCn1nnc(-c2ccccc2F)n1
→ -15.2%, -9.0, 6.4%, -2.9%, 0.3, 0.6, 4.1, 1.4%, -2.3%
> Cc1ccccc1Cn1nc(C)c(NC(=O)c2sc3ccccc3c2Cl)c1C
→ -27.5%, -3.0, -5.1%, 5.7%, 11.5, 1.7, -0.9, ?, -2.3%
> CC(=O)c1c(N2CCOCC2)nc(=S)n(-c2ccc([N+](=O)[O-])cc2)c1C
→ -3.0%, 10.2, -21.5%, -4.5%, 7.2, -2.7, -0.5, 0.0%, -2.0%
> O=C(NCCS(=O)(=O)N1CCN(C(=O)c2ccco2)CC1)c1ccccc1
→ -6.7%, -2.4, 10.5%, 8.4%, -0.6, -4.3, -1.8, 12.6%, -4.8%
> COc1ccc(S(=O)(=O)N2CCC(C(=O)N3CCN(C)CC3)CC2)cc1Cl
→ 0.2%, 11.4, 5.5%, 9.8%, -2.6, 0.8, 0.6, 1.0%, -6.4%
> O=C(Nc1ccc(Cl)cc1)OCc1cc(-c2ccccc2)on1
→ 1.6%, 10.0, -0.8%, -8.3%, 0.5, -2.0, 1.7, ?, 1.7%
> C=CCn1c(SCC(=O)NCc2ccco2)nnc1-c1ccc2ccccc2n1
→ 0.3%, -8.6, ?, 4.7%, 0.6, ?, -0.1, -17.6%, -25.7%
> N[C@@H](CO)c1cn([C@@H](Cc2cc3ccccc3[nH]2)C(=O)N2CCNCC2)nn1
→ 2.1%, -0.4, -1.7%, -1.9%, -2.2, -20.0, 0.6, 9.4%, -12.6%
> CN(C(=O)COC(=O)c1sc2ccccc2c1Cl)C1CCCCC1
→ 8.9%, -0.9, -3.9%, 0.9%, -2.6, 3.2, 1.6, ?, -10.5%
> CN(Cc1cccs1)C(=O)COc1cccc2c1OC(C)(C)C2
→ -12.4%, -14.8, 3.5%, 13.6%, 4.0, -0.5, 1.0, -11.0%, 9.1%
> CN1CCN(C(=O)/C(=C\c2cccs2)NC(=O)c2ccccc2)CC1
→ -6.5%, 0.0, 7.0%, 3.2%, 11.1, 0.2, -1.2, 15.2%, 3.0%
> COc1cc(CNCc2ccncc2)ccc1OCC(N)=O
→ -1.5%, -2.6, 1.6%[57.1 µM], 2.8%, -9.6, -0.5, -1.3, -0.3%, -9.3%
> COc1ccc(C(=O)Nc2cccc3c2C(=O)NC3=O)cc1S(=O)(=O)N1CCOCC1
→ 124.7%[activator], ?, -17.7%, 3.0%, 7.5, -1.4, 1.3, 50.2%[activator], -13.3%
> COc1ccccc1CNc1nc(NCc2ccccc2F)c2sccc2n1
→ -13.6%, 56.6, -1.9%, 2.7%, 15.1, ?, 1.0, ?, 0.0%
> CC(C)(C)CNc1cc(N2CCOCC2)ccc1[N+](=O)[O-]
→ -13.5%, -3.1, -4.1%, ?, -3.8, 7.5, -3.0, -16.1%, -4.9%
> O=C(c1ccc(Cl)cc1)[C@@H]1[C@@H]2C(=O)N(c3ccc(Cl)cc3)C(=O)[C@@H]2C2c3ccccc3C=NN21 (stereo partly specified)
→ 7.9%, 2.1, -9.2%, -1.0%, 0.9, 0.6, -0.1, -11.2%, -0.1%
> COc1ccccc1CNC(=O)c1cc(-c2ccccc2)nn1CC1CC(c2cccnc2)=NO1 (stereo unspecified)
→ 3.5%, 33.1, 0.6%, 8.5%, 22.6, 7.6, -2.0, 0.7%, -8.6%
> CCN(CC)S(=O)(=O)c1ccc(N=Nc2cc(C)cc(Br)c2O)cc1
→ 6.7%, -21.8, -18.0%, -12.8%, 1.2, 3.2, -0.4, 10.3%, -2.3%
> Cn1c(=O)oc2cc(S(=O)(=O)NCc3ccc(C(=O)O)cc3)ccc21
→ 7.9%, -9.9, -4.8%, -0.1%, -15.7, 1.1, 1.9, 4.9%, 6.9%
> CCn1c(=O)n(CC)c2cc(S(N)(=O)=O)c(C)cc21
→ 5.6%, -16.9, -8.9%, 3.5%, -5.7, nt, 1.0, 10.6%, -0.2%
> COc1ccc(C(=O)COC(=O)C2COc3ccccc3O2)c(OC)c1 (stereo unspecified)
→ -20.0%, 10.8, -7.7%, 9.3%, -0.5, ?, 3.0, 17.6%, -1.8%
> Cc1cc(C)cc(C(=O)Nc2c3c(nn2-c2ccccc2C)CS(=O)(=O)C3)c1
→ 0.5%, nt, nt, -1.9%, -8.2, nt, nt, 1.2%, nt
> COc1ccc(C(=O)N/N=C/c2cc3ccccc3[nH]c2=O)cc1
→ -1.0%[0.307 µM], -11.5, -18.8%, -6.2%, 5.1, -0.5, 0.7, 0.0%[0.307 µM], -5.2%
> C[C@H](CO)N1C[C@H](C)[C@@H](CN(C)S(=O)(=O)c2ccc(-n3cccn3)cc2)OCc2cnnn2CCCC1=O
→ 3.0%, -23.6, 1.3%, 11.5%, 2.3, 4.3, 0.9, 10.2%, -8.7%
> O=C(CC(=O)N/N=C/c1ccccc1)NCc1ccccc1
→ 0.8%, 8.3, 1.4%, -2.1%, 8.8, 0.3, -4.4, 3.7%, 1.4%
> c1ccc(-c2nc(N3CCCC3)nc3ccccc23)cc1
→ 87.2%[activator], -2.4, -2.4%, 21.1%, 2.3, -1.2, -0.7, 28.6%, -19.9%
> COc1ccc(N(C(=O)CNC(=O)c2cccs2)C(C(=O)NC2CCCC2)c2cccnc2)cc1 (stereo unspecified)
→ 6.2%, 0.9, -25.6%, 4.2%, 4.4, 3.9, 0.0, 5.4%, -17.3%
> O=C(COC(=O)/C=C/c1ccc(F)cc1)Nc1ccc2[nH]c(=O)[nH]c2c1
→ 4.4%, 12.6, -0.3%, -8.8%, -0.9, 1.4, -0.3, 11.2%, -0.7%
> CCOC(=O)c1cnc2nc(SC)nn2c1N
→ ?, 8.1, -7.9%, 5.0%, -0.1, -1.3, -0.8, 6.1%, -7.0%
> CC(Cc1ccccc1)C(=O)N(C)Cc1cccnc1 (stereo unspecified)
→ ?, 6.5, -3.5%, -0.2%, -5.3, -0.6, -3.7, 8.5%, -2.1%
> CC(CCc1ccccc1)NC(=O)COC(=O)C1=COCCO1 (stereo unspecified)
→ 1.6%, 8.3, -23.4%, -3.3%, 2.0, 4.9, -1.9, -6.6%, -6.0%
> COc1ccc(-n2nc3c(c2NC(=O)c2ccc(S(=O)(=O)N4CCOCC4)cc2)CS(=O)(=O)C3)cc1
→ -3.7%, -14.4, -2.2%, 1.1%, 3.6, 5.9, -0.1, 6.5%, -5.0%
> COc1ccc(CC(=O)Nc2cccc3ccccc23)cc1OC
→ -12.6%, 4.0, 4.6%, 20.9%, 6.0, 4.7, -2.3, -2.8%, -5.5%
> CCCn1c(C)cc(C(=O)COc2ccc(C)nc2[N+](=O)[O-])c1C
→ -4.7%, 9.1, 5.8%, -1.0%, 2.7, 7.4, -2.5, -14.4%, -3.2%

Compound profiles, as listed above. Values in the order: GLP1R cytotox	DRD3 antagonist	WRN helicase inh	GLP1R ag	D3 ag	PI5P4K alpha inh	IL-2 act	GLP1R inv ag	PLK1 PBD inh
Record of COc1ccc(CC(=O)Nc2cccc3ccccc23)cc1OC → -12.6%	4.0	4.6%	20.9%	6.0	4.7	-2.3	-2.8%	-5.5%
Record of COc1ccc(-n2nc3c(c2NC(=O)c2ccc(S(=O)(=O)N4CCOCC4)cc2)CS(=O)(=O)C3)cc1 → -3.7%	-14.4	-2.2%	1.1%	3.6	5.9	-0.1	6.5%	-5.0%
Record of CC(CCc1ccccc1)NC(=O)COC(=O)C1=COCCO1 (stereo unspecified) → 1.6%	8.3	-23.4%	-3.3%	2.0	4.9	-1.9	-6.6%	-6.0%

Screening data deposited in PubChem by National Center for Advancing Translational Sciences (NCATS).
